TDP43 rescue = qHTS of TDP-43 Inhibitors | TDP-43 expressing yeast growth rescue, BacTiter-Glo, 24 h | Potency, µM (doses to about 46.1 µM), without a hit: at the highest dose growth rescue (activation), hits mostly activators | actives 1.8% (n = 410,000); also: potency is read from the fitted curve at half-maximal effect; % of control where 0% means no effect; nearly all actives have a fitted effect of over 50% in size
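Growth rescue of TDP-43-toxic yeast measured as ATP luminescence (BacTiter-Glo). Cells grown to mid-log in raffinose, induced in galactose at OD600=0.02, exposed to compound 24 hr at 30 deg C.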
GLP1R cytotox = qHTS of GLP-1 Receptor Inverse Agonists: Cytotox Screen; HEK293 cAMP-luciferase reporter cells, luminescence, 24 h; Potency, µM (highest dose often 38.3 µM), for the others: at the top dose activity change, negative = inhibition, usual class: inhibitors; actives 0.13% (n = 410,000);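 also: loss of luciferase light is scored as toxicity; potency is read from the fitted curve at half-maximal effect; % is scaled to controls: 0 for no effect and ±100 for the full control effect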
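Luminescence readout: signal drop marks cytotoxicity. Plated cells grew 12 h at 37 °C, 5% CO2, received 23 nL compound for 24 h, then got luciferase reagent, read after 12 min at RT.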
D3 ag = qHTS of D3 Dopamine Receptor Agonist: qHTS; D(3) dopamine receptor (Homo sapiens), P35462; D3R DiscoveRx beta-arrestin cells, luminescence, 90 min; max activation, %; actives 0.58% (n = 410,000); AID 652048, 2013; in the data active = max activation above about 30%; also: 0% is about no effect; mostly tested at two doses, the higher about 12 µM
Target sequence (P35462 whole entry, looked up): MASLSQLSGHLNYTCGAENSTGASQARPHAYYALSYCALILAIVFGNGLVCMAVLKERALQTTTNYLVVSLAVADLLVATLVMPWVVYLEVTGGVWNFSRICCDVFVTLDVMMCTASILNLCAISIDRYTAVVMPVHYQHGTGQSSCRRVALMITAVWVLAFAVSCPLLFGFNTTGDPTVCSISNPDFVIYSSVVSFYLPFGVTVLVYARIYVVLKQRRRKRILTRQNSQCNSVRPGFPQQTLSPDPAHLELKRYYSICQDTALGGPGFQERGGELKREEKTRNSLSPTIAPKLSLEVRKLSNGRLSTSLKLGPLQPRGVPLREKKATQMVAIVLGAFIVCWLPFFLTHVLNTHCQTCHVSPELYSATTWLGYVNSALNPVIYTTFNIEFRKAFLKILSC
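Agonist mode: compounds and dopamine controls were applied to plated cells for 90 min at 37 degrees C after an overnight attachment at 1500 cells/well. Luminescent read-out followed 30 - 60 minutes at room temperature with DiscoveRx detection reagent.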
DRD3 antagonist = qHTS of D3 Dopamine Receptor Antagonist: qHTS. D3R cells, DiscoveRx beta-arrestin luminescence, antagonist mode; active compounds read low. max response, negative = inhibition, %. actives 2.5% (n = 360,000). AID 652054, 2013; in the data active = max response below about -50%; inconclusive = no clear call, values can overlap the other calls; also: % is scaled to controls: 0 for no effect and ±100 for the full control effect; mostly tested at two doses, the higher about 12 µM
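Cells plated overnight at 1500 cells/well, then exposed to library compounds with dopamine controls for 90 minutes at 37 degrees C. DiscoveRx reagent added for 30–60 minutes at room temperature; luminescence read, quantitative HTS format.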
aSyn yeast inh = qHTS of alpha-syn Inhibitors; Yeast expressing alpha-synuclein, growth rescue, BacTiter-Glo, 24 h; Potency, µM (titrated, usually from 46.1 µM), inactives show at the highest dose growth rescue (activation), most hits filed as activators; actives 0.14% (n = 370,000); also: potency is read from the fitted curve at half-maximal effect; % of control where 0% means no effect; nearly all actives have a fitted effect of over 65% in size
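Rescue of yeast growth: cells expressing toxic alpha-synuclein, induced in galactose at OD600 0.02, incubated with compound 24 h at 30 C. ATP luminescence quantified growth; inhibitors of toxicity appear as activators.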
GLP-1R inv ag = qHTS of GLP-1 Receptor Inverse Agonists (Inhibition Mode); Glucagon-like peptide 1 receptor (Homo sapiens), P43220; HEK293 GLP-1R CRE-luciferase, luminescence, 24 h; GLP-1R form is constitutively active; Potency, µM (series often up to 38.3 µM), for inactives: top-dose activity change, negative = inhibition, most hits filed as inhibitors; actives 1.6% (n = 410,000); also: potency is read from the fitted curve at half-maximal effect; % is scaled to controls: 0 for no effect and ±100 for the full control effect; nearly all actives have a fitted effect of over 55% in size
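Assay principle: reduced luminescence from a cAMP-responsive reporter in HEK293 cells co-expressing a constitutively active GLP-1R. Conditions: 24 hr compound incubation, 37 deg C, 5% CO2.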
PTHR1 agonist = qHTS for PTHR1 Agonists: Primary Screen | Parathyroid hormone/parathyroid hormone-related peptide receptor (Homo sapiens), Q03431 | HEK293 GP2 PTHR1 cells, GloSensor cAMP luminescence, 1 h | Potency, µM (highest dose often 115 µM), inactives show at the top dose activation, hits mostly activators | actives 0.075% (n = 410,000); also: potency is read from the fitted curve at half-maximal effect; nearly all actives have a fitted effect of over 55% in size; some results filed as inactive show a strong effect at the top dose; inactives centre near -15; many of its hits are not listed in these tables
Target sequence (Q03431 whole entry, looked up): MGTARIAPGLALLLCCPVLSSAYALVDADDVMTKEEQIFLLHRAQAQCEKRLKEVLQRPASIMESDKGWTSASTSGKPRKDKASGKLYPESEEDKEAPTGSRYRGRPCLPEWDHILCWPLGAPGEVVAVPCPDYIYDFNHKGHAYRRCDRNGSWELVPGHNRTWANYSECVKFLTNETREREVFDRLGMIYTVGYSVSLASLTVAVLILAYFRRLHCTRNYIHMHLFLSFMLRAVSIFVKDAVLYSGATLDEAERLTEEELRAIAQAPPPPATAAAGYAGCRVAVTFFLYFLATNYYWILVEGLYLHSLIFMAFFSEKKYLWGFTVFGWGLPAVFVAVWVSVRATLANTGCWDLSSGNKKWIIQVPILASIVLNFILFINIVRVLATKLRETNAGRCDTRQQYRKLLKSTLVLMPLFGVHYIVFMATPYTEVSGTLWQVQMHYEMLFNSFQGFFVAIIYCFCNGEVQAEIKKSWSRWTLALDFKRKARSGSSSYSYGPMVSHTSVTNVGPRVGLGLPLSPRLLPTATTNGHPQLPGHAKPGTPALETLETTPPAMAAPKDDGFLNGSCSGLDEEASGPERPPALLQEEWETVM
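HEK-293-derived GP2 cells expressing PTHR1 and a GloSensor cAMP reporter, 3,000/well, plated overnight, given luciferin plus IBMX (each 0.5 mM as added) for 1 h at 37 °C, then compound for 1 h at 37 °C. Luminescence was read after 15 min at room temperature.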
GLP-1R agonist = qHTS of GLP-1 Receptor Agonists | Glucagon-like peptide 1 receptor (Homo sapiens), P43220 | actives 0.007% (n = 380,000) | HEK293 GLP-1R CRE-luciferase, luminescence, 4-6 h; cells express a hypersensitive GLP-1R form | Potency, µM (doses to about 45.6 µM), inactives show at the top dose activation, most hits filed as activators | AID 624172, 2012; also: potency is read from the fitted curve at half-maximal effect; % of control where 0% means no effect
KB-V1 MDR tox = qHTS assay for MDR1-selective chemotherapeutics: Primary screen using the drug-selected MDR subline cells KB-V1; actives 3.4% (n = 400,000); KB-V1 MDR cells viability, CellTiter-Glo, 72 h; Potency, µM (top dose mostly 46.1 µM), inactives show top-dose activity change, negative = cytotoxicity, most hits filed as cytotoxic; also: potency is read from the fitted curve at half-maximal effect; % is scaled to controls: 0 for no effect and ±100 for the full control effect; nearly all actives have a fitted effect of over 60% in size
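Potencies derive from concentration-effect curves fitted to normalized luminescence (CellTiter-Glo) of KB-V1 cells treated for 72 h at 37 degrees C in phenol-red-free DMEM containing 10% FBS.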
Numbers without * were called inactive; i = inactive; ? = inconclusive; . = not tested or not shown; [ ] = another dose, or the depositor's remark. Unless noted, calls follow the shape of the dose curve; as a rule, active = well fitted curve in the direction sought with a large enough effect; inconclusive = small, poorly fitted or top-dose-only effect, or another doubt; inactive = no such curve, though single readings can be large; an effect the other way counts as inactive or inconclusive.

SMILES	TDP43 rescue	GLP1R cytotox	D3 ag	DRD3 antagonist	aSyn yeast inh	GLP-1R inv ag	PTHR1 agonist	GLP-1R agonist	KB-V1 MDR tox
Cc1cc(Cl)ccc1OC(C)C(=O)NCCCCc1ccccc1 (stereo not drawn)	-19%	6%	-5	9	24%	-37%	-10%[57.5 µM]	-2%	4%
O=C(CNC(=O)C(c1ccccc1)c1ccccc1)N/N=C/c1ccc(O)cc1O	14%	-21%	33*	19	-2%	?	-32%[inhibitor]	4%	11%
CCCOc1ccc(Cl)cc1/C=C1/C(=O)ON=C1C	-76%[inhibitor]	-14%	-4	5	-1%	11%	-6%	1%	1%
COC(=O)c1ccccc1NC(=O)CN(c1ccccc1)S(=O)(=O)N(C)C	-11%	-27%	1	4	8%	-17%	-2%[57.5 µM]	10%	-15%
COc1ccccc1N1CCN(S(=O)(=O)CCNC(=O)Cc2ccc(Cl)cc2)CC1	16%	-11%	-4	.	.	?	-45%[inhibitor]	.	.
Cc1ccc(C(=O)NC(=S)N2CCN(c3ccccc3F)CC2)cc1	-21%	11%[1.53 µM]	-5	7	-2%	?	24%	-1%	-5%
CN(C)c1ccc(/C=N/NC(=O)Cn2nnc3ccccc32)cc1	23%	2%	5	2	2%	4%	i	2%	6%
N/C(Cc1ccc([N+](=O)[O-])cc1)=N\OC(=O)c1ccc([N+](=O)[O-])cc1	18µM*	-4%	0	11	0%	0%	-9%	11%	?
Cc1[nH]c2ccccc2c1C(=O)COC(=O)c1c(-c2ccccc2)noc1C	?	-14%	6	24	-14%	?	-19%	16%	?
COc1ccc2c(Cl)c(C(=O)N/N=C/c3cccnc3)sc2c1	10%	-29%	-9	5	5%	-12%	-11%	12%	-5%
CCN(c1ccc(NC(=O)CN2C(=O)NC3(CCOc4ccccc43)C2=O)cc1)C(C)C (stereo not drawn)	5%	-16%	2	-23	-2%	?	-8%	-2%	11%
COc1cccc(NC(=O)c2ccc3c(c2)N(CC(=O)N2CCOCC2)C(=O)C(C)(C)O3)c1	-9%	7%	0	5	2%	14%	-2%	10%	-21%
CC(C)(C)NC(=O)c1nc2nc(-c3ccccc3)cc(C(F)(F)F)n2n1	18%	-14%	-5	9	6%	1%	i	5%	?
O=C(O)c1ccc(S(=O)(=O)c2ccc([N+](=O)[O-])cc2[N+](=O)[O-])cc1	27%	-20%	-7	-4	-15%	-20%	-38%[inhibitor]	-2%	4%
Cc1ccc(C)c(CC(=O)N2CCCCC2c2cc(C(=O)Nc3ccc(F)c(Cl)c3)no2)c1 (stereo not drawn)	4%	2%	-14	-1	-3%	?	-23%	-2%	-18%
CC1CN(c2nc(-c3ccccc3)nc3ccccc23)CC(C)O1 (stereo not drawn)	-18%	11%	-9	17	-12%	?	22%[57.5 µM]	16%	-28%
CCCCn1nnc(NC(=S)NC(=O)c2ccc(-c3cccc(Cl)c3Cl)o2)n1	24%	?	-23	-71*	-16%	?	i	0%	15µM*
COCc1cc(C)nc(SCC(=O)Nc2ccc3[nH]c(=O)[nH]c3c2)c1C#N	-4%	-15%	-4	7	-5%	2%	-11%	28%	13%
CCOC(=O)C1CCN(c2cc3c(cc2NC(=O)c2ccccc2Br)n(C)c(=O)n3C)CC1	6%	2%	4	19	0%	3%	-30%[inhibitor]	-6%	-7%
Cc1ccc(-n2ncc3c(NNC(=O)Cc4ccccc4)ncnc32)cc1	14%	14%	-9	-18	-1%	14%	-15%	-16%	?

Another view of some results above:
Cc1ccc(C)c(CC(=O)N2CCCCC2c2cc(C(=O)Nc3ccc(F)c(Cl)c3)no2)c1 (stereo not drawn)
  TDP43 rescue = 4%	GLP1R cytotox = 2%	D3 ag = -14	DRD3 antagonist = -1	aSyn yeast inh = -3%	GLP-1R inv ag = ?	PTHR1 agonist = -23%	GLP-1R agonist = -2%	KB-V1 MDR tox = -18%

CC1CN(c2nc(-c3ccccc3)nc3ccccc23)CC(C)O1 (stereo not drawn)
  TDP43 rescue = -18%	GLP1R cytotox = 11%	D3 ag = -9	DRD3 antagonist = 17	aSyn yeast inh = -12%	GLP-1R inv ag = ?	PTHR1 agonist = 22%[57.5 µM]	GLP-1R agonist = 16%	KB-V1 MDR tox = -28%

The list continues:
SMILES	TDP43 rescue	GLP1R cytotox	D3 ag	DRD3 antagonist	aSyn yeast inh	GLP-1R inv ag	PTHR1 agonist	GLP-1R agonist	KB-V1 MDR tox
CC(=O)Nc1ccc(SC(C)C(=O)NC(N)=O)cc1 (stereo not drawn)	0%	-1%	1	24	0%	0%	i	-9%	-6%
COC(=O)/C=C/C(=O)Nc1ccc(O)c(Cl)c1	23%	-25%	1	-5	2%	7%	-12%	-9%	6%
Nc1ncnc2c1ncn2[C@@H]1O[C@H](CNS(=O)(=O)c2cc(S(=O)(=O)c3ccccc3)cs2)[C@@H](O)[C@H]1O	16%	2%	4	28	3%	9%	-20%	2%	-6%
Cc1cc(C)n(CC(O)Cn2c3ccc(Cl)cc3c3cc(Cl)ccc32)c(=O)n1 (stereo not drawn)	-9%	?	0	-20	-7%	?	-10%	-7%	16µM*
O=C(c1ccccc1F)N1CCN=C1SCc1cccnc1	0%	-16%	6	2	-1%	12%	-8%	-7%	4%
O=C(COc1ccc(S(=O)(=O)Nc2ccccc2)cc1)N1CCOCC1	15%	-7%	1	-8	0%	24%	-9%	-1%	6%
CCOC(=O)C1C(=O)C=C(C)C(C(=O)OCC)C1c1ccc(OC)cc1 (stereo not drawn)	-7%	-8%	26	24	7%	0%	0%	-8%	-10%
CCOC(=O)C1=C(C)NC(=O)NC1c1ccc(OCC(N)=O)cc1 (stereo not drawn)	8%	2%	-5	-3	-2%	6%	-15%[57.5 µM]	5%	7%
O=C(Nc1ccnn1C1CCN(Cc2ccc(C#CCCO)cc2)CC1)c1cccc(F)c1	-7%	-9%	-12	-7	-3%	-22%	-15%	6%	13%
CCOc1ncccc1C(=O)NNC(=O)c1cccc(S(=O)(=O)Nc2ccccc2OC)c1	30%	13%	14	6	-3%	38%[activator]	-11%	16%	-6%
COc1ccc(N2CC(C(=O)O)CC2=O)cc1 (stereo not drawn)	-11%	-30%	4	20	-9%	-28%	i	-12%	0%
COc1ccc(NC(=O)CN(C)C(=O)c2oc3ccccc3c2C)cc1	29%	1%	1	13	2%	?	-2%	-2%	-2%
CC(C)NC(=O)Nc1ccc2c(c1)C(=O)N([C@H](C)CO)C[C@H](C)[C@@H](CN(C)Cc1ccc3c(c1)OCO3)OCCCC[C@@H](C)O2	27%	1%	10	-13	1%	11%	-19%	10%	13%
Cc1ccc(-c2ncccc2OC(=O)C23CC4CC(CC(C4)C2)C3)cc1	?	9%	-20	-19	18%	?	i	11%	2%
COc1ccc(-n2ncc3c(=O)n(CC(=O)N(C(C)C)C(C)C)cnc32)cc1	-7%	3%	-1	-4	-2%	8%	-2%	13%	1%
CC1CC(C)CN(CC(=O)c2c[nH]c3ccccc23)C1 (stereo not drawn)	-1%	-6%	7	-1	3%	-13%	i	5%	9%
COc1ccccc1CNC(=O)c1ccc(N2CCCC2)c(NC(=O)NCc2ccc(F)cc2)c1	0%	1%	0	.	.	16%	-74%[inhibitor]	.	-7%
CCCCN(C)Cc1c(O)ccc2c(=O)c(-c3ccccc3OC)coc12	6%	0%	-4	-13	9%	-1%	-22%	-2%	-1%
CSc1cccc(NC(C)=O)c1	-4%	-7%	-7	0	-3%	-1%	i	12%	-3%
COc1ccccc1NC(=O)COC(=O)c1cc(C)nc2ccccc12	0%	1%	1	23	1%	18%	-27%	0%	12%
Cc1nc(CCNC(=O)CC2C(=O)NCCN2CC(C)(C)C)nc2c1CCC2 (stereo not drawn)	9%	-1%	-3	-15	5%	6%	i	-19%	-2%
Cc1ccc(NC(=O)CN(C)C(=O)COc2ccc(C(=O)c3ccc(F)cc3)cc2)cc1	15%	-4%	1	-12	0%	?	-38%[inhibitor]	-3%	-29%
CCCCOC(=O)CSC1=C(C#N)C(c2ccc3c(c2)OCO3)CC(=O)N1 (stereo not drawn)	19%	-9%	2	1	-10%	2%	-6%[57.5 µM]	8%	0%
c1ccc2cc(OCCCn3ccnc3)ccc2c1	-9%	-13%	-2	-13	-2%	-12%	i	10%	2%
Cc1cccc(C(=O)NNC(=O)c2n[nH]c(=O)c3ccccc23)c1C	0%	-9%	-2	-19	1%	19%	-8%	7%	5%
C/C(CC(=O)Nc1cccnc1)=N\NC(=O)c1ccc([N+](=O)[O-])c(Cl)c1	-1%	70%[activator]	4	0	0%	28%	0%	1%	-1%
Cc1ccc(N/C=C/C(=O)c2sc(-c3ccccc3)nc2C)cc1	9%	19%	0	1	11%	-9%	i	-23%	?
C=CCOC(=O)C1=C(C)NC(SCC(N)=O)=C(C#N)C1c1cccs1 (stereo not drawn)	-21%	-8%	-7	-10	-5%	-22%	i	1%	-5%
O=C1/C(=C/c2cccc([N+](=O)[O-])c2)Oc2cc(O)ccc21	-10%	3%	-1	1	-2%	5%	-38%[inhibitor]	-1%	19%
CN(C(=O)c1ccc(NC(=O)Cc2cccc(NC(=O)C3CCCN(C(=O)C4CCC4)C3)c2)cc1)C1CCCC1 (stereo not drawn)	-19%	-1%	-8	0	2%	-6%	-13%	-5%	-8%
COc1ccc(Cl)cc1S(=O)(=O)NC(C)C(=O)NCc1ccccn1 (stereo not drawn)	-8%	-9%	11	0	1%	-2%	-2%	7%	26%
CC1CC(C)CN(CCCNC(=O)C2CCCN(c3nnc(N4CCCC4=O)s3)C2)C1 (stereo not drawn)	-14%	12%	-13	-26	-1%	-5%	-3%[57.5 µM]	5%	2%

Bioassay records (PubChem)

These rows are one share of the data; count on the stated rates, not on these rows.
